NPSR antag: blocks cAMP signaling of the human neuropeptide S receptor. Q6W5P4. AID 1461. CHO-NPSR cells, cAMP TR-FRET, antagonist mode. Potency, µM (titrated, usually from 38.3 µM), for inactives: at the highest dose activity change, negative = inhibition, actives largely listed as inhibitors. actives 1% (n = 220,000); note: potency is the fitted concentration of half-maximal effect; % is set by controls: 0 for no effect and ±100 for the full control effect; nearly all actives have a fitted effect of over 50% in size; many of its hits are not listed in these tables
Target sequence (Q6W5P4 whole entry, looked up): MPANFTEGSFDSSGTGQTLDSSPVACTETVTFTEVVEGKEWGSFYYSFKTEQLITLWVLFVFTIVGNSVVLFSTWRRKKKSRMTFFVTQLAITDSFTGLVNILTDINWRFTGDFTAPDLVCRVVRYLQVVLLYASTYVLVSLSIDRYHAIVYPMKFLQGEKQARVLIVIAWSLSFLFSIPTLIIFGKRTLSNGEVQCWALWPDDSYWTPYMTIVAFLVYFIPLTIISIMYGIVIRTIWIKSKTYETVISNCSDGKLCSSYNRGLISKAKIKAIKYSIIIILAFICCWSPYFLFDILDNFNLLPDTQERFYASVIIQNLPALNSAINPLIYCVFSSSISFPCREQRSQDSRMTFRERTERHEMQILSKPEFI
aGal spleen mod: inhibitors or activators of human alpha-galactosidase in spleen homogenate. P06280. human spleen homogenate, 4MU-alpha-Gal fluorescence, 40 min. actives 0.008% (n = 240,000). AID 2107. Potency, µM (titrated, usually from 80 µM), for the others: top-dose activity change, negative = inhibition, usual class: inhibitors;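 note: potency is the fitted concentration of half-maximal effect; 0% = enzyme with vehicle and -100% = no enzyme basal signal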
Target sequence (P06280 32-429 limits assumed): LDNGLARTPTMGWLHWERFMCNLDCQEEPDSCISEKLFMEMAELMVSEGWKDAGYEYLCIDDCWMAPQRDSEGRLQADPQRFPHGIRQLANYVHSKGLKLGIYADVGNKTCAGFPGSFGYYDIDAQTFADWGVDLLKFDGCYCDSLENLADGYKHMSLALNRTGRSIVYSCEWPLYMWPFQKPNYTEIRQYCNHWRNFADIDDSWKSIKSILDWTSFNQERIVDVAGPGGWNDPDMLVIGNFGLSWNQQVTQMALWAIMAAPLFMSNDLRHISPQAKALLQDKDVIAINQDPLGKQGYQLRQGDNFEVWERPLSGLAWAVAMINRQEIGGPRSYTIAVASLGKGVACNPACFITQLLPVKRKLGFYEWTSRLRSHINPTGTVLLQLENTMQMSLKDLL
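qHTS titration in buffer at pH 5.0. Alpha-galactosidase activity in spleen homogenate was measured via 4-methylumbelliferone release from 1 mM fluorogenic substrate after 40 min at 37C and a pH 10 stop. AC50 came from Hill fits of control-normalized data.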
LMNA splice mod: modulators of lamin A splicing; HeLa LMNA splicing GFP/RFP minigene ratio, 48 h; Potency, µM (top dose mostly 46.1 µM), without a hit: top-dose ratio change, negative = inhibition, hits mostly inhibitors; actives 0.01% (n = 200,000); AID 1487; active = well fitted inhibition curve with a large enough effect in the signal ratio, with a control signal flat, not every such curve was filed as active; inconclusive = small, poorly fitted or top-dose-only effect, or effect the other way, or a change in a side signal; the % refers to the signal ratio; note: potency is the fitted concentration of half-maximal effect; % is set by controls: 0 for no effect and ±100 for the full control effect
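Read-out is the ratio of GFP to DsRed2 object intensity, acquired by 488 nm laser-scanning cytometry on HeLa lamin A-EGFP minigene reporter cells. Compound incubation 48 hrs at 37 °C in Opti-MEM with 2% FBS; DMSO 0.5% final.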
IMPase Li inh: membrane-permeable IMPase blocker, potentiated with lithium; CHO-M1 cells, IP1 TR-FRET (IP-One), carbachol + lithium; Potency, µM (top dose mostly 59.4 µM), without a hit: at the top dose activity, negative = IMPase inhibition, hits mostly inhibitors; actives 0.35% (n = 210,000); AID 1457;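 note: IP1 builds up when IMPase is blocked and the TR-FRET signal falls; potency is the fitted concentration of half-maximal effect; plate controls were basal vehicle for no effect and high inhibitor control for full effect; nearly all actives have a fitted effect of over 50% in size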
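IP1 accumulation measured by competitive TR-FRET in lysed CHO-M1 cells after 30 min compound exposure at 37C, with a small lithium addition to potentiate weak responses. Hill-equation AC50 from ratio and donor-channel data.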
CBFb-RUNX1 inh: CBF-beta/RUNX1 interaction disruption. 230,000 tested, under 10 active. AlphaScreen CBFb-His/RUNX1-biotin binding, biochemical. Potency, µM (top dose mostly 59.8 µM), for inactives: at the highest dose activity, negative = inhibition, most hits filed as inhibitors. AID 1477; note: % of control where 0% means no effect
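His-tagged CBF-beta and biotinylated RUNX1 (30 nM each) were premixed 20 min at room temperature, exposed to compound for 15 min, then given nickel-chelate and streptavidin AlphaScreen beads (50 ng each). After 90 min, AlphaScreen signal was read.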
Epigenetic derep: derepresses silenced GFP reporter in murine cells; murine LDR cells, GFP reporter derepression, 30 h; AID 1865; actives 0.2% (n = 280,000); Potency, µM (titrated, usually from 53.9 µM), for the others: top-dose GFP activation, actives largely listed as activators; note: potency is the fitted concentration of half-maximal effect; % of control where 0% means no effect; nearly all actives have a fitted effect of over 60% in size
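Readout is the number of GFP-expressing murine LDR cells, counted by cytometry following washing. Cells were treated with compound for 30 h at 37 C; the stably integrated CMV-GFP locus is normally silent.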
Luc counter: Kinase-Glo luciferase inhibition (counter-screen); Q27757; Kinase-Glo luciferase, ATP luminescence, 8 min; Potency, µM (doses to about 38.3 µM), inactives show at the top dose activity change, negative = inhibition, most hits filed as inhibitors; actives 0.28% (n = 200,000); note: potency is the fitted concentration of half-maximal effect; % is set by controls: 0 for no effect and ±100 for the full control effect; nearly all actives have a fitted effect of over 60% in size
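Substrate mix (final 50 mM imidazole pH 7.2, 50 mM KCl, 7 mM MgCl2, 10 uM ATP, 0.01% Tween 20, 0.05% BSA) plus pin-tool compound, then Kinase-Glo detection mix; 8 min ambient, luminescence read.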
* = called active by the depositor; ? = inconclusive; . = not tested or not shown; [ ] = dose if it differs, or a comment. Unless noted, calls come from the whole dose curve; as a rule, active = well fitted curve in the direction sought with a large enough effect; inconclusive = small, poorly fitted or top-dose-only effect, or another doubt; inactive = no such curve, though single readings can be large; an effect the other way counts as inactive or inconclusive.

SMILES	NPSR antag	aGal spleen mod	LMNA splice mod	IMPase Li inh	CBFb-RUNX1 inh	Epigenetic derep	Luc counter
O=C1NC[C@H](Cc2ccccc2)N(CC2CCCCC2)C1=O	2%	-12%	.	.	9%	-1.7%	.
CNC(=O)CSc1nc(-c2ccccc2)c(-c2ccccc2)[nH]1	-4%[46.1 µM]	3%	15%	-16%[38.3 µM]	-9%	-1.2%	0%
Cc1ccc(S(=O)(=O)NN2C(=O)c3ccccc3NC2C)cc1 (stereo not given)	-1%	0%	-13%	3%	4%	-0.9%	2%
CCOC(=O)N1CCN(C(=O)CNC(=O)c2nn(-c3ccc(OC)cc3)c(=O)c3ccccc23)CC1	-11%[46.1 µM]	7%	-8%	-3%	8%	-0.9%	2%
CCOc1nc(NCCO)nc(Nc2cc(Cl)ccc2OC)n1	-11%	-4%	2%[46 µM]	0%	3%	0.0%	3%
COc1ccc2nc(C)cc(C(=O)O)c2c1	-2%[46.1 µM]	13%	3%	4%[38.3 µM]	4%	8.1%	1%
C/C(=N\NC(=O)CSc1nc(C)cc(C)n1)c1ccc2c(c1)OCCO2	22%	3%	?	5%	3%	-3.1%	-3%
COCc1nnc(NC(=O)c2cccc(NC(=O)C(C)C)c2)s1	6%	2%	?	-3%	5%	0.5%	-1%
CS(=O)(=O)N1CCc2cc(S(=O)(=O)Nc3ccc4c(c3)OCCO4)ccc21	-8%[46.1 µM]	-2%	?	19%	9%	0.0%	2%
CC(C)N(CC(=O)Nc1ccc(Cl)cc1C(F)(F)F)C(=O)CCl	-7%	1%	-18%[46 µM]	5%	13%	1.1%	5%

The closing five entries of the part before lead into the next:
SMILES	NPSR antag	aGal spleen mod	LMNA splice mod	IMPase Li inh	CBFb-RUNX1 inh	Epigenetic derep	Luc counter
COc1ccc2nc(C)cc(C(=O)O)c2c1	-2%[46.1 µM]	13%	3%	4%[38.3 µM]	4%	8.1%	1%
C/C(=N\NC(=O)CSc1nc(C)cc(C)n1)c1ccc2c(c1)OCCO2	22%	3%	?	5%	3%	-3.1%	-3%
COCc1nnc(NC(=O)c2cccc(NC(=O)C(C)C)c2)s1	6%	2%	?	-3%	5%	0.5%	-1%
CS(=O)(=O)N1CCc2cc(S(=O)(=O)Nc3ccc4c(c3)OCCO4)ccc21	-8%[46.1 µM]	-2%	?	19%	9%	0.0%	2%
CC(C)N(CC(=O)Nc1ccc(Cl)cc1C(F)(F)F)C(=O)CCl	-7%	1%	-18%[46 µM]	5%	13%	1.1%	5%
COc1ccc(/C=N/NC(=O)C(=O)NCc2cccnc2)cc1OC	-7%[46.1 µM]	4%	10%	6%[38.3 µM]	4%	-1.9%	2%
O=C(CCN=C1NS(=O)(=O)c2ccccc21)N1CCc2ccccc2C1	-13%	-5%	.	-3%	6%	-3.5%	1%
CS(=O)(=O)Nc1ccc2c(c1)nc1n2CCOC1	6%[46.1 µM]	8%	-8%	-2%[38.3 µM]	2%	0.0%	0%
O=C(CCS(=O)(=O)c1cccc2nonc12)NCCc1ccccc1Cl	-9%[46.1 µM]	-7%	-4%	-5%[38.3 µM]	0%	1.2%	7%
CCCCn1c(-c2cccs2)nc2oc3ccccc3c(=O)c2c1=O	43%	-9%	.	.	0%	2.1%	.
O=c1c2ccccc2oc2nc(-c3cccs3)n(CCc3ccccc3)c(=O)c12	-29%	-6%	-4%	-4%	15%	-1.0%	1%
Cc1cc2cccc(C)c2nc1SCC(=O)NNC(=O)c1ccco1	-4%	-2%	?	-6%	-10%	-0.9%	-2%
COCCNC(=S)N/N=C/c1ccc(OCc2ccc(C(=O)OC)cc2)c(OC)c1	0%	-5%	?	0%	2%	1.1%	1%
COc1cccc(C(=O)C2CCCN(Cc3cccc(-n4nc(C)cc4C)c3)C2)c1 (stereo not given)	26%	4%	.	13%	8%	-1.2%	.
CCC(C)C1C(C#N)=C(N)Oc2n[nH]c(C)c21 (stereo not given)	11%[46.1 µM]	-5%	-9%	6%	3%	-1.0%	0%
O=C(Nc1ccc(-c2cn3ccsc3n2)cc1)C1CCCC1	?	-2%	5%	16%[38.3 µM]	-22%	-1.6%	11µM*
CC1(C)NC(=O)N(CC(=O)OCC(=O)Nc2cccc(S(N)(=O)=O)c2)C1=O	11%	4%	-3%[46 µM]	4%	-7%	1.3%	-1%
COc1ccc([C@H]2[C@H](C(=O)OC(C)(C)C)N3N=Cc4ccccc4C3C23C(=O)c2ccccc2C3=O)c(OC)c1 (stereo not given in full)	-21%	-2%	?	5%	-13%	-1.9%	3%
Cc1nc(C(=O)NNC(=O)Nc2ccccc2)cs1	8%	-3%	.	.	9%	0.0%	.
COc1ccc(-c2[nH]c(-c3cccc(OC)c3)nc2SCC(=O)NCc2ccco2)cc1	-12%[46.1 µM]	4%	1%	39%[38.3 µM]	-13%	-0.8%	0%
Cc1ccc(C)c(C2NC(=O)c3ccccc3N2)c1 (stereo not given)	-4%	10%	.	.	13%	0.0%	.
CN(C)c1ccc(NC(=O)CSc2nc3ccccc3c(=O)n2C2CCCCC2)cc1	-28%[46.1 µM]	-10%	?	-4%[38.3 µM]	?	-2.4%	-2%
CCn1c(C)[n+](CCOCC[n+]2c(C)n(CC)c3cc(Cl)c(Cl)cc32)c2cc(Cl)c(Cl)cc21	-5%[46.1 µM]	13%	8%	27%[38.3 µM]	1%	2.1%	-2%
O=C(Cc1ccccc1)Nn1cnc2ccccc21	-7%[46.1 µM]	-6%	3%	0%[38.3 µM]	6%	5.3%	14%
Cc1cccc(NC(=O)NCc2ccc3[nH]c(C)cc3c2)c1	0%	4%	9%[9.22 µM]	0%	-5%	0.0%	2%
Cc1nonc1OCC(C)(COc1nonc1C)NC(=O)c1ccc(Cl)cc1	-3%[46.1 µM]	1%	-15%	5%	15%	0.0%	-3%
Cc1ccccc1CC(=O)N1CCCC(CCC(=O)N2CCN(c3ccccn3)CC2)C1 (stereo not given)	5%	-2%	.	30%[activator]	21%	0.0%	1%
Oc1ccc(N=Nc2n[nH]c(-c3ccccc3)n2)cc1	-24%	-1%	?	9%	-10%	1.0%	-16%
CCOc1ccc(NC(=S)N=Nc2c(O)[nH]c3ccccc23)cc1	-41%	1%	?	16%	-28%	-0.4%	-3%
O=C(NC1CCCC1)C(c1ccncc1)N(CCCN1CCOCC1)C(=O)c1ccc(-c2ccccc2)[nH]1 (stereo not given)	-18%	1%	16%[9.22 µM]	1%	0%	-1.1%	1%
O=C(N/N=C/c1ccc2c(c1)OCO2)c1ccc2c(c1)OCCO2	-12%	6%	?	4%	-1%	0.1%	-15%
O=C(Cn1nc(Cc2ccncc2)c2ccccc2c1=O)N1CCN(C(=O)c2ccco2)CC1	-8%[46.1 µM]	4%	-15%	0%[38.3 µM]	4%	-0.8%	5%
CC1CCN(c2ccc(C(=O)OCC(=O)NCCN3C(=O)CSC3=O)cc2[N+](=O)[O-])CC1	-7%	0%	.	9%	5%	-2.2%	1%
COc1ccc(NS(=O)(=O)c2ccc(Cl)c(C(=O)O)c2)cc1S(=O)(=O)N1CCCCC1	13%	-3%	.	-2%	3%	-2.4%	0%
CC(=O)Oc1ccc(N2C(=O)C3C(C2=O)C2(C)C=CC3(C)O2)cc1 (stereo not given)	?	11%	?	20%[38.3 µM]	-4%	-0.7%	-4%
CC(C)Nc1ccccc1	.	0%	.	-2%	4%[21.7 µM]	.	.
O=C(Nc1ccc(/C=C/c2nc3ccccc3o2)cc1)c1cccc(C(F)(F)F)c1	1%[46.1 µM]	-3%	-6%	.	6%	-1.0%	.
CCOC(=O)c1c(NC(=O)COc2ncnc3sccc23)sc2c1CCC2	-1%[46.1 µM]	-6%	-8%	-3%[38.3 µM]	3%	0.0%	10%
COc1ccc(C(=O)c2sc3nc(C)cc(-c4cccs4)c3c2N)cc1	-54%	5%	?	-19%	-10%	1.5%	-2%
O=C(Nc1ccc(F)cc1F)c1sccc1SCc1cccc(C(F)(F)F)c1	?	-3%	9%	11%[38.3 µM]	10%	-1.1%	1%
CCCCCCN1C=CC=C/C1=C\C=C(C#N)C#N	-31%	9%	.	.	-12%	19%	.
Cc1nn(-c2ccc(Cl)cc2)c(N)c1C(O)(CSc1nccn1C)C(F)(F)F (stereo not given)	-26%[46.1 µM]	-2%	-3%	3%[38.3 µM]	0%	1.1%	-3%
COc1ccnc(N=CNOCc2ccc(Cl)cc2)c1C#N	5%	5%	.	.	16%	-0.7%	.
CC(=O)Nc1ccc(NC(=O)C/C(C)=N/NC(=O)C(=O)Nc2ccc(C)c(Cl)c2)cc1	13%	2%	.	.	-3%	-3.9%	.
CN(NC(=O)c1ccc(Cl)cc1)c1nc(-c2ccccc2)nnc1C(F)(F)F	-23%[46.1 µM]	-6%	19%	2%[38.3 µM]	-8%	2.3%	6%
COc1ccc(NC(=O)Nc2c(SC)nsc2SC)cc1	-4%	-1%	.	3%	15%	-0.2%	-1%
COc1cc(C=O)ccc1OCCCOc1ccccc1[N+](=O)[O-]	9%	3%	?	4%	-7%	-1.9%	2%
CC1(C)C2CCC1(CS(=O)(=O)Nc1ccc(S(=O)(=O)NC3CCCCC3)cc1)C(=O)C2 (stereo not given)	-19%	0%	?	-9%	-6%	-1.1%	6%
O=C(Cc1cccs1)Nc1nnc(Cc2ccc(F)cc2)s1	0%[46.1 µM]	-7%	7%	-28%[38.3 µM]	-2%	-2.9%	-6%
CCNC(=S)N1CCN(S(=O)(=O)c2ccc(C)cc2)CC1	-1%	3%	-10%[46 µM]	3%	6%	-1.4%	6%
Cn1c(=O)c2[nH]c(-c3ccccc3Cl)c(O)c2n(C)c1=O	28%	-4%	?	0%	-1%	-1.8%	-30%
Cc1cc(C)nc(N2CCN(C(=O)c3ccc(S(=O)(=O)N4CCCCCC4)cc3)CC2)n1	-23%	4%	?	19%	-6%	-2.6%	-1%
OC(COc1ccc2ccccc2c1Br)Cn1cnc(-c2ccccc2)c1 (stereo not given)	-16%[46.1 µM]	-9%	?	-2%[38.3 µM]	-24%	-1.4%	0%
CN(C(=O)c1ccno1)c1nnc(-c2cccnc2)s1	-8%[46.1 µM]	-2%	11%	21%[38.3 µM]	4%	-1.0%	20%
C/C=C/Cn1c(SCCCc2ccccc2)nc2c1c(=O)[nH]c(=O)n2C	-25%	-1%	?	-18%	4%	-1.0%	2%

From PubChem

This is a subset; the hit share may differ from the screen's.
